12-LOX inh: blocks human arachidonate 12S-lipoxygenase | P18054 | purified 12hLO, xylenol orange hydroperoxide absorbance | Potency, µM (titrated, usually from 108 µM), without a hit: top-dose activity change, negative = inhibition, hits mostly inhibitors | actives 1.1% (n = 580,000); further: potency means the concentration at half of the fitted maximal effect; on the % scale 0 is the no-effect control and ±100 the full control effect
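Purified human 12hLO (150 nM final) in 25 mM Hepes, 0.01% Triton X-100, pH 7.0 was preincubated 15 min at room temperature with compound. Then 40 uM arachidonic acid was added, 30 min. Hydroperoxide was read by Fe-XO absorbance ratio 573/405 nm.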
BAZ2B inh: blocks human BAZ2B. Q9UIF8. AID 504333. actives 4.4% (n = 360,000). Potency, µM (titrated, usually from 114 µM), for the others: top-dose activity change, negative = inhibition, most hits filed as inhibitors. AlphaScreen BAZ2B-H3K14Ac peptide displacement; further: potency means the concentration at half of the fitted maximal effect; on the % scale 0 is the no-effect control and ±100 the full control effect; nearly all actives have a fitted effect of over 60% in size
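AlphaScreen luminescence quantifies BAZ2B engagement of H3K14Ac peptide; the protein and biotinylated peptide are both at 50 nM final, buffer PBS pH 7.4 with 0.01% Tween-20, all steps at room temperature.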
GLS inhibitor: inhibitors of human glutaminase (GLS); AID 624170; Potency, µM (top dose mostly 45.5 µM), without a hit: at the top dose activity change, negative = inhibition, usual class: inhibitors; actives 0.21% (n = 410,000); GLS enzymatic activity, qHTS titration; further: potency means the concentration at half of the fitted maximal effect; on the % scale 0 is the no-effect control and ±100 the full control effect
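Human kidney-isoform GLS in 45 mM KH2PO4 pH 8.2, 0.02% Tween-20, with compound, started with 1mM L-Glutamine (added stock). Glutamate oxidase/HRP/Amplex red coupled fluorescence read at start and after 30 min at RT.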
ERG Ets-DNA blk: inhibitors of human ERG Ets domain-DNA interaction; P11308; fluorescence polarization, His-ERG Ets domain / labelled DNA; Potency, µM (highest dose often 76.9 µM), for inactives: at the top dose FP activity, negative = inhibition, hits mostly inhibitors; actives 0.028% (n = 370,000); active means well fitted inhibition curve with a large enough effect in the polarisation, with a control signal flat; inconclusive means small, poorly fitted or top-dose-only effect, or effect the other way, or a change in a side signal; inactive means no such curve, though single readings can be large or run the other way; the % refers to the polarisation;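 further: polarization taken with two DNA probes labelled with fluorescein and Texas red; potency means the concentration at half of the fitted maximal effect; % of control where 0% means no effect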
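His-tagged ERG Ets domain (1 uM in the protein solution; 300mM KCl, 50mM Tris-HCl, 1mM EDTA, 1mM DTT, pH 7.5) received compound, then a probe mix of 5 nM fluorescein-DNA and 100nM Texas-615-DNA. Fluorescence polarization was read for both dyes.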
RGS4 inhibitor: inhibitors of human regulator of G protein signaling 4 | Transcreener GDP fluorescence polarization, RGS4-accelerated GTP hydrolysis | Potency, µM (series often up to 114 µM), without a hit: top-dose activity change, negative = inhibition, most hits filed as inhibitors | actives 0.039% (n = 390,000) | AID 504845; further: potency means the concentration at half of the fitted maximal effect; on the % scale 0 is the no-effect control and ±100 the full control effect; nearly all actives have a fitted effect of over 75% in size; some results filed as inactive show a strong effect at the top dose
Target sequence (P49798 whole entry, looked up): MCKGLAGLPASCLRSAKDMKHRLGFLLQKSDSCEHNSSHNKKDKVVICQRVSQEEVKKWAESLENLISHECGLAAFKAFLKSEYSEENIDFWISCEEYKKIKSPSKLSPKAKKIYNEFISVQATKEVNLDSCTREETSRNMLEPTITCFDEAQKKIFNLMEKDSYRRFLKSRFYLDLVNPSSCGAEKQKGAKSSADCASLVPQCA
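MLSMR compounds (23 nl, pin-transferred) preincubated 10 min at room temperature with a 500nM (2x) first reagent, then RGS4 at 900nM (2x) plus Transcreener GDP mix added; fluorescence polarization (620/688 nm) read before and after 90 min at 30 °C.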
HP1b chromo inh: inhibitors of HP1-beta chromodomain binding to methylated histone tails | actives 0.56% (n = 390,000) | AlphaScreen HP1-beta / biotin-H3K9me3 peptide binding | AID 540317 | Potency, µM (series often up to 114 µM), for the others: top-dose activity change, negative = inhibition, usual class: inhibitors; further: potency means the concentration at half of the fitted maximal effect; nearly all actives have a fitted effect of over 70% in size; inactives centre near 23
Target sequence (P83916 whole entry, looked up): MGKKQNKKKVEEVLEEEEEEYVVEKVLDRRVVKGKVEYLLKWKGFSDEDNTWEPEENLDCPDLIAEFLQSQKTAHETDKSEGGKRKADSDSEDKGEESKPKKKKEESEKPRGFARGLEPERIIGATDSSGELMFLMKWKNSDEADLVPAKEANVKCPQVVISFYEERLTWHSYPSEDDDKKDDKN
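HP1-beta protein (50 nM final) preincubated 30 min at room temperature with biotinylated H3(1-18)K9me3 peptide (50 nM) in PBS pH 7.4, 0.01% Tween-20, then compound added for 30 min. AlphaScreen streptavidin donor/nickel chelate acceptor beads (10 ug/mL final), 30 min dark, luminescence read.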
PI4K2A block: blocks human PI4K2A kinase activity. purified PI4K2A, ADP-Glo luminescence, 1 h; active compounds read low. activity change, negative = inhibition, % at 76.9 µM. actives 0.13% (n = 420,000). AID 1346378; in the data active means activity change below about -50%; inconclusive means mostly about -30% to -49%;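 further: -100% = wells without enzyme as full effect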
Target sequence (Q9BTU6 whole entry, looked up): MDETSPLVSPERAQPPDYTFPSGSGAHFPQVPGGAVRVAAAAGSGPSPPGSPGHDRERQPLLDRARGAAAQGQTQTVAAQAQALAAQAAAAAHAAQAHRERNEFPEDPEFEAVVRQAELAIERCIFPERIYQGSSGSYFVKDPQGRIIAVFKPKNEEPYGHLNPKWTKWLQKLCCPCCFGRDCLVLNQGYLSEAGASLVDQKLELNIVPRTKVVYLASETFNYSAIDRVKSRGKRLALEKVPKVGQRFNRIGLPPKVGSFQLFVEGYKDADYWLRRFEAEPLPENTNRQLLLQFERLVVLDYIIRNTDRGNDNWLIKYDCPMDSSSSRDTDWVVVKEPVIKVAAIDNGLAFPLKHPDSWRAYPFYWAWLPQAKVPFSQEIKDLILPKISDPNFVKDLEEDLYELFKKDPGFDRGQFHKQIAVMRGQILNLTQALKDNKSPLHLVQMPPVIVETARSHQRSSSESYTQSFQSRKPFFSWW
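PI4K2A activity was measured by ADP-Glo luminescence: enzyme (4 ug/mL stock) and phosphatidylinositol (1.2 mM stock) in Tris pH 7.5/MgCl2/EGTA/Triton X-100 buffer were reacted with ATP (300 microM stock) for one hour at ambient temperature.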
JMJD2A Tudor inh: JMJD2A Tudor domain (human) inhibition. AlphaScreen JMJD2A-Tudor / H3K4me3 peptide binding. Potency, µM (highest dose often 114 µM), for the others: at the highest dose activity change, negative = inhibition, usual class: inhibitors. actives 4.4% (n = 390,000). AID 504339; further: potency means the concentration at half of the fitted maximal effect; on the % scale 0 is the no-effect control and ±100 the full control effect; nearly all actives have a fitted effect of over 50% in size
G9a block: inhibitors of human histone lysine methyltransferase G9a; Q96KQ7; G9a H3K9 monomethylation, AlphaScreen, 2 h; Potency, µM (top dose mostly 102 µM), for inactives: at the top dose activity, negative = inhibition, most hits filed as inhibitors; actives 8.8% (n = 350,000); further: potency means the concentration at half of the fitted maximal effect; on the % scale 0 is the no-effect control and ±100 the full control effect; nearly all actives have a fitted effect of over 75% in size
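AlphaScreen read-out: biotin-H3K9 peptide (500 nM) methylation by 20 nM enzyme with 20 uM SAM, 2 h at room temperature after 15 min compound preincubation; anti-monomethyl H3K9 antibody plus donor/acceptor beads, 10 min dark.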
* hit, by the source's call; u = inconclusive; x = no result given; [ ] = dose if it differs, or a comment. Unless noted, the call rests on the fitted dose curve; in most records, active means well fitted curve in the direction sought with a large enough effect; inconclusive means small, poorly fitted or top-dose-only effect, or another doubt; inactive means no such curve, though single readings can be large; an effect the other way counts as inactive or inconclusive. A portion of the library (hit frequency here may not be typical).

SMILES	12-LOX inh	BAZ2B inh	GLS inhibitor	ERG Ets-DNA blk	RGS4 inhibitor	HP1b chromo inh	PI4K2A block	JMJD2A Tudor inh	G9a block
CCOc1ccc(C(=O)NCC(c2ccc3c(c2)OCO3)N2CCN(c3ccccc3F)CC2)cc1 (stereo unspecified)	u	2.8%	-6.3%	-4.5%	-35.1%	21.2%[57 µM]	-0.1	-32.3%	-8.6%[59 µM]
CC(=O)c1ccc(OC(=O)c2ccc(-n3nc(C)cc3C)cc2)cc1	-25.5%	3.9%	2.0%	1.1%	-17.4%	45.5%[activator]	5.5	-27.1%	8.1%
O=C(O)C1C2C=CC(C2)C1C(=O)NCCc1ccccc1 (stereo unspecified)	0.0%	6.6%	10.6%	-0.6%	-5.1%	28.5%	-0.2	-15.7%	12.1%[59 µM]
COc1ccc(CNC(=O)CC2C[C@H](C(=O)N(C(C)C)C(C)C)[C@@]3(C)c4[nH]c5ccccc5c4CCN3C2=O)cc1OC (stereo partly specified)	0.1%	x	-3.2%	-7.9%	-31.0%	35.1%[activator]	-3.5	-28.8%	x
CC(=O)Nc1ccc2c(c1)nc(CCN1CCN(C)CC1)n2C	2.4%	7.2%	3.0%	-0.3%	-0.7%	21.8%	0.1	-14.9%	-8.2%[59 µM]
CC1CC(C)CN(CCCNC(=O)c2csc3c2CCCC3)C1 (stereo unspecified)	0.0%	0.8%	2.3%	7.8%	-2.5%	2.9%	-1.9	-19.9%	11.9%[59 µM]
COCCn1c(SCC(N)=O)nc2c(c1=O)SC(C)C2 (stereo unspecified)	-2.7%	3.5%	0.1%	-5.3%	6.3%	29.5%	-3.5	-14.2%	6.4%[59 µM]
Cc1cccc(NCC(=O)N/N=C\c2c[nH]c3ccccc23)c1	-3.6%	u	-1.3%	-2.8%	-9.5%	-0.3%	3.2	u	12.0%[59 µM]
CCC(C)n1c(SCC(=O)NC2CCS(=O)(=O)C2)nc2ccccc2c1=O (stereo unspecified)	-14.3%	-5.6%	4.5%	-0.5%	-46.7%	6.8%	-5.2	5.5%	-4.1%
COc1ccccc1N/C(=N/S(=O)(=O)c1ccc(C)cc1)c1ccc(Cl)cc1	-14.2%	0.2%	2.3%	-10.5%	-20.0%	17.3%	-7.4	-24.4%	24.8%
Cc1cccc(C)c1NC(=O)Cn1cnc2c(=O)n(C)c(=O)n(C)c21	0.0%	2.2%	-6.8%	-7.2%	15.8%	38.4%	-0.3	-4.5%	-6.7%[59 µM]
Clc1ccc(C[n+]2cc(-c3ccccc3)n3c2CCC3)cc1	-1.7%	-0.8%	-4.4%	8.0%	-41.1%	19.6%	-8.2	-16.3%	-9.0%
O=C(O)COc1ccccc1/C=N/NC(=O)COc1ccc(-c2ccccc2)cc1	-33.8%	u	27.5%	-3.1%	-11.0%	23.7%	-0.4	-25.7%	u
CCOc1ccc(Cc2nnc(SCC(=O)c3ccc(OC)cc3)o2)cc1	13.4%	-0.6%	4.4%	-4.8%	-3.8%	34.7%	7.5	6.4%	u
O=C(NC(=S)NNC(=O)c1ccccc1O)c1cccnc1	-3.2%	u	11.4%	0.5%	-27.6%[56.9 µM]	21.0%	1.2	56.2µM*	12.6µM*

Complete entries as entered above. Values in the order: 12-LOX inh	BAZ2B inh	GLS inhibitor	ERG Ets-DNA blk	RGS4 inhibitor	HP1b chromo inh	PI4K2A block	JMJD2A Tudor inh	G9a block
Record of COc1ccc(CNC(=O)CC2C[C@H](C(=O)N(C(C)C)C(C)C)[C@@]3(C)c4[nH]c5ccccc5c4CCN3C2=O)cc1OC (stereo partly specified) : 0.1%	x	-3.2%	-7.9%	-31.0%	35.1%[activator]	-3.5	-28.8%	x
Record of Cc1cccc(NCC(=O)N/N=C\c2c[nH]c3ccccc23)c1 : -3.6%	u	-1.3%	-2.8%	-9.5%	-0.3%	3.2	u	12.0%[59 µM]

(listing goes on)
SMILES	12-LOX inh	BAZ2B inh	GLS inhibitor	ERG Ets-DNA blk	RGS4 inhibitor	HP1b chromo inh	PI4K2A block	JMJD2A Tudor inh	G9a block
Cc1ccc(-n2ncc3c(Nc4ccc5c(c4)OCCO5)ncnc32)cc1Cl	-26.4%	-13.3%	12.1%	-0.1%	19.9%	35.7%[activator]	-2.3	-9.8%	11.0%[59 µM]
CC(OC(=O)CC1CCCC1)C(=O)Nc1ccc(Cl)cn1 (stereo unspecified)	0.5%	17.5%	1.7%	-3.5%	0.0%	64.7%[activator]	3.8	20.7%	-2.5%
CCOC(=O)N1CCN(C(=O)c2c(-c3ccccc3Cl)noc2C)CC1	-0.3%	8.5%	2.9%	1.0%	11.1%	1.0%	5.4	u	-1.0%[59 µM]
COc1ccc(-n2c(C)c([N+](=O)[O-])c3ccc(O)c(CN4CCCCC4)c32)cc1	-20.8%	u	11.2%	-5.5%	18.7%[11.4 µM]	u	5.0	u	25.1µM*
CCN(CC)S(=O)(=O)c1ccc(OC)c(NC(=O)c2ccc(-n3cncn3)c([N+](=O)[O-])c2)c1	-19.5%	-21.3%	-4.2%	-14.2%	-22.8%	19.7%	3.1	-8.3%	u
CC(=O)Nc1ccc(S(=O)(=O)Nc2nc3ccccc3nc2Nc2cccc(S(N)(=O)=O)c2)cc1	-16.4%	-1.9%	11.5%	-6.0%	0.4%	30.5%	-11.0	20.0%	13.7%
CC(Sc1nnc2ccccn12)C(=O)NCc1ccc2c(c1)OCO2 (stereo unspecified)	3.1%	x	-10.1%	-6.1%	-17.4%	39.2%[activator]	1.9	0.6%	-22.5%
CCOC(=O)c1nnn(-c2nonc2N)c1-c1ccc(Cl)cc1	-3.8%	-11.6%	-0.3%	-0.6%	13.0%	12.7%	5.0	-10.3%	8.3%
Cc1c(Br)c([N+](=O)[O-])nn1CC(=O)Nc1sc2c(c1C(=O)OC(C)C)CCCC2	-18.6%	6.3%	1.0%	1.1%	-51.9%	-17.2%	0.8	-16.2%	u
Cc1nnc(-c2cnn(C)c2N)n1Cc1ccccc1	-10.4%	1.6%	-4.3%	11.3%	-42.4%	86.2%[activator]	-1.7	-7.0%	18.4%[59 µM]
Cn1ccc(C(=O)Oc2ccc(C(=O)Nc3ccc(F)cc3F)cc2)n1	-6.6%	16.7%	-9.2%	6.3%	-25.3%	38.8%	-1.6	-0.8%	8.3%
COC(=O)c1cc(=O)n(C2CC2)c(=NC2CC2)s1	-12.0%	-5.3%	1.6%	5.4%	38.2%	2.1%	-1.6	-14.6%	5.2%
Cc1cccc(C(=O)OCc2cc(=O)n3nc(C4CC4)sc3n2)c1	0.4%	0.1%	-1.0%	1.7%	-0.8%	25.1%	-1.8	1.0%	-2.8%[59 µM]
CC(=O)NC(C)c1nc2ccccc2n1C(C)C (stereo unspecified)	5.3%	-4.8%	0.5%	-0.6%	-12.0%	32.5%	-4.5	-0.7%	-10.8%
CNC[C@H]1Oc2c(NC(=O)c3ccc(-c4nccs4)cc3)cccc2C(=O)N([C@@H](C)CO)C[C@@H]1C	u	x	6.8%	6.2%	-12.9%	24.4%	-1.3	-23.4%	x

3 of the compounds above, in markdown:
| Compound | 12-LOX inh | BAZ2B inh | GLS inhibitor | ERG Ets-DNA blk | RGS4 inhibitor | HP1b chromo inh | PI4K2A block | JMJD2A Tudor inh | G9a block |
| --- | --- | --- | --- | --- | --- | --- | --- | --- | --- |
| Cn1ccc(C(=O)Oc2ccc(C(=O)Nc3ccc(F)cc3F)cc2)n1 | -6.6% | 16.7% | -9.2% | 6.3% | -25.3% | 38.8% | -1.6 | -0.8% | 8.3% |
| COC(=O)c1cc(=O)n(C2CC2)c(=NC2CC2)s1 | -12.0% | -5.3% | 1.6% | 5.4% | 38.2% | 2.1% | -1.6 | -14.6% | 5.2% |
| Cc1cccc(C(=O)OCc2cc(=O)n3nc(C4CC4)sc3n2)c1 | 0.4% | 0.1% | -1.0% | 1.7% | -0.8% | 25.1% | -1.8 | 1.0% | -2.8%[59 µM] |

Remaining list, next part
SMILES	12-LOX inh	BAZ2B inh	GLS inhibitor	ERG Ets-DNA blk	RGS4 inhibitor	HP1b chromo inh	PI4K2A block	JMJD2A Tudor inh	G9a block
CCOc1ccc(Br)cc1C(=S)N1CCCC1	40.8%[activator]	9.2%	0.4%	8.2%	-2.7%	21.0%	0.9	11.9%	17.5%[0.501 µM]
CC(Sc1cccc[n+]1[O-])C(=O)Nc1cc(Cl)c(Cl)cc1Cl (stereo unspecified)	0.1%	x	-12.8%	-9.0%	9.1%	18.2%	0.8	-5.5%	x
CNC(=S)NC1(C)CCS(=O)(=O)C1 (stereo unspecified)	212.6%[activator]	1.9%	0.0%	-9.3%	13.2%	21.4%	0.1	2.8%	13.4%
Cc1cccc(-n2ncc3c2CCCC3NC(=O)C2CCOCC2)c1C (stereo unspecified)	1.0%	1.2%	-0.1%	-5.3%	-22.3%	26.2%	2.1	-6.2%	-23.9%
O=C1CC(C(=O)Nc2ncccn2)C(c2ccccc2)O1 (stereo unspecified)	0.0%	2.5%	-4.3%	6.2%	1.7%[11.4 µM]	55.5%[activator]	8.5	1.6%[57.1 µM]	-38.9%
CCOc1ccccc1C(=O)NC1CC2CCCC(C1)N2C1CC1 (stereo unspecified)	0.0%	9.2%	25.3%	5.1%	1.1%	31.1%	-2.5	-5.4%	u
